Source: PubChem BioAssay (National Center for Advancing Translational Sciences (NCATS))
RGS12 GoLoco inh: qHTS Assay for Inhibitors of RGS12 GoLoco Motif Activity (Red Fluorophore). Guanine nucleotide-binding protein G(i) subunit alpha-1 (Homo sapiens), P63096. 230,000 tested, 0.44% active. Gai1:RGS12 GoLoco peptide FP, rhodamine, 10 min. Potency, µM (series often up to 61.6 µM), for inactives: top-dose activity, negative = inhibition, usual class: inhibitors; active = well fitted inhibition curve with a large enough effect, not every such curve was filed as active; inactive = no such curve, though single readings can be large or run the other way; also: nearly all actives have a fitted effect of over 30% in size; many of its hits are not listed in these tables
GAA glycogen: qHTS Assay for Inhibitors and Activators of Human alpha-Glucosidase Cleavage of Glycogen | Lysosomal alpha-glucosidase (Homo sapiens), P10253 | recombinant GAA, glycogen substrate, Amplex Red glucose oxidase fluorescence | Potency, µM (series often up to 76.4 µM), inactives show at the top dose activity change, negative = inhibition, actives largely listed as inhibitors | 300,000 tested, 0.38% active | AID 2100, 2009;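 also: 0% = full enzyme reaction and -100% = no-enzyme basal signal; the screen sought inhibitors and activators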
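Recombinant enzyme (4 nM final) with compounds titrated up to 77 uM and bovine liver glycogen (30 ug) in citrate pH 5.0, 0.01% Tween-20, 37 C 40 min. Released glucose detected by Amplex Red/glucose oxidase (Ex 573/Em 610); AC50 from Hill fits.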
GAA inhib: qHTS Assay for Inhibitors of Human alpha-Glucosidase as a Potential Chaperone Treatment of Pompe Disease | Lysosomal alpha-glucosidase (Homo sapiens), P10253 | purified human GAA, 4-MU-alpha-glucoside fluorescence | Potency, µM (top dose mostly 76.9 µM), inactives show at the top dose activity change, negative = inhibition, actives largely listed as inhibitors | 200,000 tested, 0.005% active | AID 1466, 2008;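 also: plate controls were uninhibited enzyme wells for no effect and no-enzyme background for full effect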
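Read-out is 4-methylumbelliferone fluorescence (Ex 365/Em 440 nm) after NaOH/glycine stop at pH 10. Enzyme 4 nM, substrate 400 uM, pH 5.0 citrate buffer, 20 min room temperature; AC50 from Hill-equation concentration-response.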
TRb-SRC2 inh: qHTS for Inhibitors of the Interaction of Thyroid Hormone Receptor and Steroid Receptor Coregulator 2. Thyroid hormone receptor beta (Homo sapiens), P10828. TRbeta-SRC2 peptide binding, fluorescence polarization; receptor liganded with 1 µM T3. Potency, µM (doses to about 106 µM), without a hit: at the highest dose activity change, negative = inhibition, usual class: inhibitors. 280,000 tested, 0.065% active. AID 1469, 2008;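 also: plate controls were bound peptide for no effect and peptide without receptor for full effect; nearly all actives have a fitted effect of over 50% in size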
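Fluorescence polarization of 20 nM Texas Red SRC2 peptide with 0.6 uM human TRb ligand-binding domain, in Tris buffer with 1uM T3 and 5% DMSO. Incubated 5 hr ambient; normalized to unbound and bound controls.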
TexasRed fluor: Total Fluorescence Counterscreen for Inhibitors of the Interaction of Thyroid Hormone Receptor and Steroid Receptor Coregulator 2; TRb/SRC2 Texas Red total fluorescence interference; Potency, µM (series often up to 106 µM), without a hit: at the highest dose fluorescence change, negative = quenching; 280,000 tested, 0.29% active; active = well fitted curve in either direction with a large enough effect; inconclusive = small, poorly fitted or top-dose-only effect
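Flags fluorescent or light-absorbing compounds by total fluorescence, S + 2P, at 555 nm excitation and 632 nm emission. Mixture: 20 nM Texas Red SRC2 peptide, 0.6 uM human TRb LBD, 1 uM T3, 5% DMSO; compound exposure 5 h at ambient temperature.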
RECQ1 inh: qHTS Assay for Inhibitors of RecQ-Like Dna Helicase 1 (RECQ1) | ATP-dependent DNA helicase Q1 (Homo sapiens), P46063 | RECQ1 DNA unwinding, red fluorescence kinetic read | Potency, µM (series often up to 57.3 µM), inactives show top-dose activity, negative = inhibition, most hits filed as inhibitors | 240,000 tested, 0.54% active | AID 2549, 2010;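 also: plate controls were vehicle for no effect and no enzyme for full effect; nearly all actives have a fitted effect of over 30% in size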
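50 nM RECQ1T1 preincubated 15 min with compound in Tris pH 8.0 buffer with MgCl2, DTT, Tween-20 and 2.5 ug/ml poly(dI-dC); started with 200 nM TAMRA/BHQ-2 forked duplex and 2 mM ATP. Unwinding read as fluorescence (525/598 nm), two reads 2 h apart.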
aGlu spleen mod: qHTS Assay for Inhibitors and Activators of Human alpha-Glucosidase From Spleen Homogenate; AID 2112, 2009; human spleen homogenate, 4-MU-alpha-glucoside fluorescence; Potency, µM (series often up to 79.9 µM), without a hit: at the top dose activity change, negative = inhibition, actives largely listed as inhibitors; Lysosomal alpha-glucosidase (Homo sapiens), P10253; 240,000 tested, 0.006% active;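 also: 0% = enzyme with vehicle and -100% = no enzyme basal signal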
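Enzyme source: human spleen homogenate, 1 ug/well. Buffer 50 mM citric acid/K phosphate pH 5.0, 0.01% Tween-20. 4-MU-alpha-glucoside 1 mM; 37 C x 40 min; NaOH/glycine stop; fluorescence.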
L3MBTL1 block: qHTS Assay for the Inhibitors of L3MBTL1; AID 485360, 2010; Lethal(3)malignant brain tumor-like protein 1 (Homo sapiens), Q9Y468; AlphaScreen L3MBTL1–H3K9me1 peptide binding; Potency, µM (series often up to 57.1 µM), without a hit: at the highest dose activity, negative = inhibition, actives largely listed as inhibitors; 230,000 tested, 0.66% active; also: nearly all actives have a fitted effect of over 60% in size
Target sequence (Q9Y468 whole entry, looked up): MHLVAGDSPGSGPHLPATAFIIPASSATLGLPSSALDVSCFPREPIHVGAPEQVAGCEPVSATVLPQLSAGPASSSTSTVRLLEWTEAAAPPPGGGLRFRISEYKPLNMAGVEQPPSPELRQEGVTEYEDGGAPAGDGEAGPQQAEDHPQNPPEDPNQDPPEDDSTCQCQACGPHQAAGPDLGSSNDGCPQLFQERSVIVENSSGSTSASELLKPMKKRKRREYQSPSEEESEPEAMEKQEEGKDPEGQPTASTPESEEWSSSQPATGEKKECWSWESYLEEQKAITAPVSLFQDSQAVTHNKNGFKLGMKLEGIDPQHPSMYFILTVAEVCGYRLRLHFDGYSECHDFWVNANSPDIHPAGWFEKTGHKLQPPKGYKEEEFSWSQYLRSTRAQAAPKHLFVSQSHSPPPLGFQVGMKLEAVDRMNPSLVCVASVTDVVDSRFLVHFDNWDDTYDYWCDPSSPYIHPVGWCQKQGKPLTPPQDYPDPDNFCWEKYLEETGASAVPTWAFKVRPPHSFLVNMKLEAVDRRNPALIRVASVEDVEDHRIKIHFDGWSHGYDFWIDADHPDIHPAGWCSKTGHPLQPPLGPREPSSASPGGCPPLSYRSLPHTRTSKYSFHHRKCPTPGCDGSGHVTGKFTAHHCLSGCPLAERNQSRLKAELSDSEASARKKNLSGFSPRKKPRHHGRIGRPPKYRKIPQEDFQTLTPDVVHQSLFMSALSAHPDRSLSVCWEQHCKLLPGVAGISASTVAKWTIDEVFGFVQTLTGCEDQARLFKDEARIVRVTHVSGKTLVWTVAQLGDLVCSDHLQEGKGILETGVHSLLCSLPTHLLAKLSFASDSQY
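Read-out is AlphaScreen signal from streptavidin donor and nickel chelate acceptor beads (10 ug/mL final each) bridging L3MBTL1 (50 nM) and biotinylated K9-monomethylated H3(1-15) peptide (75 nM), after 30 min compound exposure at room temperature.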
* marks the source's active call; other numbers are inactive results; i = inactive; ? = inconclusive; nt = no result given; & = joins results of further samples; [ ] = remark or other dose. Unless noted, calls follow the shape of the dose curve; as a rule, active = well fitted curve in the direction sought with a large enough effect; inconclusive = small, poorly fitted or top-dose-only effect, or another doubt; inactive = no such curve, though single readings can be large; an effect the other way counts as inactive or inconclusive. Unless noted, % is scaled to controls: 0 for no effect and ±100 for the full control effect; potency is read from the fitted curve at half-maximal effect. A portion of the library. The share of hits here may be higher or lower than overall.

SMILES	RGS12 GoLoco inh	GAA glycogen	GAA inhib	TRb-SRC2 inh	TexasRed fluor	RECQ1 inh	aGlu spleen mod	L3MBTL1 block
COc1cccc(NC(=O)Cc2nnc(SCC(=O)c3ccccc3)n2C)c1	0%	-19%	1%	-5%	-6%	i	-1%	24%
Cc1ccc(C(=O)Oc2cccc(NC(=O)c3ccccc3)c2)cc1C	3%	-11%	-5%	2%	-1%	-7%	2%	14%
Cc1cc(Cl)ccc1C(=O)C1CCCN(C(=O)c2n[nH]c3c2CCCC3)C1 (stereo unspecified)	4%	-12%	?	1%	-5%	-2%	10%	-4%
CCC(=O)Nc1ccc(-c2csc(NNC(C)=O)n2)cc1	5%	?	2%	9%	-4%	3%	-1%	6%
CCCOP(=O)(OCCC)C(Nc1ccc(C(=O)O)cc1)c1ccccc1 (stereo unspecified)	-12%	12%	-5%	-2%	2%	0%	1%	-25%
N#C/C(C(N)=O)=C1/SC(Cc2ccc(F)cc2)C(=O)N1c1ccccc1 (stereo unspecified)	10%	6%	nt	-6%	-1%	-8%	1%	1%
Cc1ccc(N2CC(C(=O)Nc3cccc(F)c3)CC2=O)cc1 (stereo unspecified)	2%	-2%	-5%	-8%	-1%	-9%	-4%	7%
O=C(Nc1ccccc1Oc1ccccc1)c1cc([N+](=O)[O-])ccc1Cl	-4%	-14%	-7%	-11%	-1%	-14%	7%	-9%
COCc1cc(C)n(CC(=O)OC)c(=O)c1C#N	9%	25%	6%	-3%	-1%	i	4%	-5%
O=C(OCc1nnc(-c2ccc(Cl)cc2)o1)c1ccncc1	68%[activator]	-3%	-3%	1%	-1%	-11%	1%	1%
CCOCCCNC(=O)C(NC(=O)c1ccc(NC(C)=O)cc1)c1ccc(Cl)cc1 (stereo unspecified)	8%	16%	-13%	11%	-1%	-11%	-4%	15%
COC(=O)C(C)Sc1nnc(SC(C)C(=O)OC)s1 (stereo unspecified)	-1%	7%	0%	-4%	-2%	i	-1%	nt
COc1ccc(NC(=O)c2c3c(nc4ccccc24)CCC3)cc1S(=O)(=O)N1CCOCC1	3%	9%	4%	-5%[53 µM]	-1%[53 µM]	22µM*	-6%	32µM*
CC(=O)c1ccc(OC(C)C)c(CSc2nc(O)cc(=O)[nH]2)c1	8%	-2%	2%	5%	-3%	-23%	-9%	-7%
COc1ccc(S(=O)(=O)N2CCCC2C(=O)NCc2ccccc2Cl)cc1 (stereo unspecified)	11%	-8%	12%	-2%[53 µM]	0%[53 µM]	-7%	-6%	-5%
O=C(CN1C(=O)CNC1=O)Nc1ccc(Cl)cc1	-1%	4%	nt	0%	-3%	i	3%	nt
COC(=O)C(CCCN1C(=O)c2ccccc2C1=O)(NC(C)=O)c1nn[nH]n1 (stereo unspecified)	2%	8%	6%	-6%	-4%	-8%	0%	nt
Nc1cc(F)ccc1N1CCCCCC1	0%	?	-5%	4%	4%	i	nt	5%
Cc1ccc(NC(=O)CCn2nc([N+](=O)[O-])cc2C)nc1	9%	14%	2%	2%	-3%	-5%	7%	7%
Cc1ccccc1-c1ccc(Nc2ccc(N3CCOCC3)cc2)nn1	39%[activator]	?	-1%	-22%	-3%	-11%	5%	-23%

Copied from above for reference:
SMILES	RGS12 GoLoco inh	GAA glycogen	GAA inhib	TRb-SRC2 inh	TexasRed fluor	RECQ1 inh	aGlu spleen mod	L3MBTL1 block
COC(=O)C(C)Sc1nnc(SC(C)C(=O)OC)s1 (stereo unspecified)	-1%	7%	0%	-4%	-2%	i	-1%	nt
COc1ccc(NC(=O)c2c3c(nc4ccccc24)CCC3)cc1S(=O)(=O)N1CCOCC1	3%	9%	4%	-5%[53 µM]	-1%[53 µM]	22µM*	-6%	32µM*
CC(=O)c1ccc(OC(C)C)c(CSc2nc(O)cc(=O)[nH]2)c1	8%	-2%	2%	5%	-3%	-23%	-9%	-7%
COc1ccc(S(=O)(=O)N2CCCC2C(=O)NCc2ccccc2Cl)cc1 (stereo unspecified)	11%	-8%	12%	-2%[53 µM]	0%[53 µM]	-7%	-6%	-5%
O=C(CN1C(=O)CNC1=O)Nc1ccc(Cl)cc1	-1%	4%	nt	0%	-3%	i	3%	nt
COC(=O)C(CCCN1C(=O)c2ccccc2C1=O)(NC(C)=O)c1nn[nH]n1 (stereo unspecified)	2%	8%	6%	-6%	-4%	-8%	0%	nt
Nc1cc(F)ccc1N1CCCCCC1	0%	?	-5%	4%	4%	i	nt	5%
Cc1ccc(NC(=O)CCn2nc([N+](=O)[O-])cc2C)nc1	9%	14%	2%	2%	-3%	-5%	7%	7%
Cc1ccccc1-c1ccc(Nc2ccc(N3CCOCC3)cc2)nn1	39%[activator]	?	-1%	-22%	-3%	-11%	5%	-23%

The listing continues.
SMILES	RGS12 GoLoco inh	GAA glycogen	GAA inhib	TRb-SRC2 inh	TexasRed fluor	RECQ1 inh	aGlu spleen mod	L3MBTL1 block
CCOC(=O)c1cc2sccc2n1CC(=O)N1c2ccccc2CC1C (stereo unspecified)	7%	-2%	2%	12%	1%	-4%	1%	nt
Cn1c(=O)oc2cc(S(=O)(=O)NC3CCN(Cc4ccccc4)CC3)ccc21	15%	4%	-5%	10%	-6%	i	-9%	?
COc1cc(/C=C2\SC(c3ccc(C)cc3)=NC2=O)cc(OC)c1OC	25%	-9%	-5%	-6%	0%	i	-5%	-3%
O=S(=O)(c1ccc(Cl)nc1)N1CCCc2ccccc21	-4%	8%	1%	6%	3%	4%	-9%	-10%
Cc1ccc(N2CS(=O)(=O)/C(=C/N(C)C)C2=O)cc1	-2%	-1%	-3%	-12%	1%	-3%	1%	33%[activator]
CCC(C)(C(=O)NC1CCCC1)N(Cc1cccs1)C(C)=O (stereo unspecified)	1%	4%	-5%	-2%	0%	-1%	4%	2%
S=c1[nH]nc(-c2ccncc2)n1/N=C/c1cn(-c2ccccc2)nc1-c1ccccc1	-3%	-4%	nt	3%	0%	-8%	-2%	-7%
O=S(=O)(c1ccccc1)C(/C=N\O)/C=C/c1ccccc1 (stereo unspecified)	3%	?	-6%	8%	-2%	i	2%	18%
CCOc1cc(S(=O)(=O)n2nc(C)cc2C)ccc1F	-2%	-8%	-1%	-23%	-3%	8%	6%	-13%
O=C(/C=N/O)NCCCN1CCOCC1	-14%	7%	4%	13%	-1%	-2%	0%	-8%
O=C(Nc1ccc(C(=O)N2CCCCC2)cc1)C1CCCCC1	-1%	-1%	3%	-10%	-2%	i	-3%	3%
O=c1[nH]c(CNCc2cccnc2)nc2ccccc12	24%	?	6%	4%	2%	i	-8%	2%
COc1ccccc1N=Cc1c(O)c2ccccc2oc1=O	9%	-1%	2%	-24%	0%	-4%	-5%	22%
CN(CCc1ccc(Cl)c(Cl)c1)CCN1CCCCCC1	0%&12%	nt	nt	3%&-1%	0%&-1%	-12%&4%	-1%&-5%	nt
N#CC1=C(N)OC(c2ccccc2)=C(C#N)C1c1ccc2c(c1)OCO2 (stereo unspecified)	-2%	-5%	?	-2%	-3%	1%	3%	nt
COc1ccc(-n2c(-c3ccc(Br)cc3)c[n+]3c2CCC3)cc1	12%	5%	4%	6%	-2%	i	3%	nt
O=C(/C=C/c1ccco1)N1CCc2ccccc21	10%	6%	10%	-1%	-2%	i	1%	-27%
C[C@@]12C(=O)OC(=O)[C@@]1(C)[C@@H]1CC[C@@H]2O1	5%	nt	nt	2%	-2%	i	-5%	nt
CCOC(=O)CC(=O)Nc1ccccc1C(=O)O	2%	9%	-8%	-7%	-2%	0%	2%	4%
CCOc1cccc(/C(O)=C2/C(=O)C(=O)N(CCOC)C2c2ccncc2)c1 (stereo unspecified)	nt	7%	-7%	3%	-4%	i	-15%	8%
COc1ccc(/C=N/Nc2nonc2N)cc1OC	-1%	16µM*	0%	12%	0%	-2%	3%	3%
O=C(Nc1ccccc1)c1ccc(NC2CCCCC2)c(S(=O)(=O)N2CCOCC2)c1	5%	-12%	?	-18%	2%	-14%	-1%	nt
O=C(Nc1ccc2c(c1)nc1n2CCN(Cc2ccccc2)C1)c1cccs1	20%	0%	-6%	4%	-5%	13%	-3%	nt
CCOC(=O)C1(Cc2ccc(Cl)cc2)CCN(C(=O)c2cscn2)CC1	-1%	4%	8%	10%	-1%	-10%	-2%	-16%
CCOC(=O)c1cnc2ccc(OCC)cc2c1NCc1ccccc1OC	45%[activator]	2%	?	9%	0%	-5%	-5%	12%
COC(=O)c1ccc2c(=O)n(CCN3CCOCC3)c(SCC(=O)NCc3ccccc3)nc2c1	-5%	1%	5%	2%	-3%	-13%	4%	nt
COC(c1ccccc1)c1nnc(CCC(=O)NC2CCCCC2)o1 (stereo unspecified)	-13%	8%	6%	11%	-1%	-7%	-6%	-1%
